Screening results: PubChem, National Center for Advancing Translational Sciences (NCATS)
MBNL1 CUG block: inhibitors of human MBNL1 binding to CUG repeat RNA; Potency, µM (top dose mostly 57.5 µM), for inactives: at the top dose activity change, negative = inhibition, most hits filed as inhibitors; 280,000 tested, 0.036% active; TR-FRET MBNL1-His/biotin-(CUG)12 binding, 665/545 ratio; Q9NR56; AID 2675; active = well fitted inhibition curve with a large enough effect in the signal ratio, with a control signal flat, not every such curve was filed as active; inconclusive = small, poorly fitted or top-dose-only effect, or effect the other way, or a change in a side signal; inactive = no such curve, though single readings can be large or run the other way; the % refers to the signal ratio; note: potency is the fitted concentration of half-maximal effect; % is set by controls: 0 for no effect and ±100 for the full control effect
Target sequence (Q9NR56 whole entry, looked up): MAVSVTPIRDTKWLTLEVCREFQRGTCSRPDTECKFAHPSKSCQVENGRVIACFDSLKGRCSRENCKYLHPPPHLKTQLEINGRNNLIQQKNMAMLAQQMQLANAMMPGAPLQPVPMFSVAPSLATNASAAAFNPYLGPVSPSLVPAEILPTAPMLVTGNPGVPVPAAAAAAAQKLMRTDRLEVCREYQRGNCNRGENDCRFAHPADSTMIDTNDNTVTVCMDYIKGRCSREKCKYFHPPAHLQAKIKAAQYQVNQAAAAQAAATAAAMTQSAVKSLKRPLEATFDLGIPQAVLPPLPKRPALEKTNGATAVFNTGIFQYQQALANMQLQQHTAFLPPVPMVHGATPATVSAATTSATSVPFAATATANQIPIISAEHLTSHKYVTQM
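TR-FRET readout: Ex 340 nm, 665/545 nm emission ratio, normalized to buffer-only (basal) and MBNL1-(CUG)12 controls. Complex of MBNL1-His with Biotin-(CUG)12, compounds 92 nM–58 uM, incubated 60 min at room temperature.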
RORg inh: inhibitors of mouse ROR gamma transcriptional activity | P51450 | Drosophila S2 Gal4-RORgamma UAS-luciferase reporter, 20 h | Potency, µM (top dose mostly 53.6 µM), inactives show at the highest dose activity change, negative = inhibition, usual class: inhibitors | 310,000 tested, 5.4% active | AID 2551; note: potency is the fitted concentration of half-maximal effect; % is set by controls: 0 for no effect and ±100 for the full control effect; nearly all actives have a fitted effect of over 60% in size
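In this cell-based reporter format, copper sulfate (700 uM final) drives Gal4–ROR gamma fusion expression from a metallothionein promoter in Drosophila Schneider cells; compounds preincubated 1 hr, reporter read after 20 hr at ambient temperature.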
Menin MLL FP TR: menin-MLL binding inhibition, Texas Red mutant peptide. Menin + Texas Red MLL mutant peptide, fluorescence polarization. Potency, µM (highest dose often 61.6 µM), without a hit: top-dose FP activity change, negative = inhibition, usual class: inhibitors. 270,000 tested, 0.23% active; active = well fitted inhibition curve with a large enough effect in the polarisation, with a control signal flat, not every such curve was filed as active; inconclusive = small, poorly fitted or top-dose-only effect, or effect the other way, or a change in a side signal; inactive = no such curve, though single readings can be large or run the other way; the % refers to the polarisation; note: potency is the fitted concentration of half-maximal effect; % of control where 0% means no effect; many of its hits are not listed in these tables
Mito fusion act: blocks mitochondrial division or promotes mitochondrial fusion | S. cerevisiae fusion-defective mutant growth rescue, CellTiterGlo 48 h | Potency, µM (titrated, usually from 46.1 µM), without a hit: top-dose growth rescue (activation), hits mostly activators | 320,000 tested, 0.23% active | AID 485298;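 note: potency is the fitted concentration of half-maximal effect; % of control where 0% means no effect; nearly all actives have a fitted effect of over 45% in size; temperature-sensitive fusion mutants such as fzo1-1 at 37 °C on non-fermentable ethanol glycerol medium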
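Luminescent cell viability in 1536-well qHTS format served as the measure of rescued growth in ts fusion-mutant S. cerevisiae cultured on non-fermentable YPEG for 48 hours at 37C.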
FLuc counter: counter-screen for miR-21 project: firefly luciferase inhibitors or activators. P08659. purified FLuc, Km substrates, luminescence inhibition. Potency, µM (titrated, usually from 57.5 µM), inactives show at the top dose activity change, negative = inhibition, hits mostly inhibitors. 360,000 tested, 6.9% active. AID 588342;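 note: potency is the fitted concentration of half-maximal effect; plate controls were vehicle for no effect and reference inhibitor for full effect; nearly all actives have a fitted effect of over 55% in size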
Target sequence (P08659 whole entry, looked up): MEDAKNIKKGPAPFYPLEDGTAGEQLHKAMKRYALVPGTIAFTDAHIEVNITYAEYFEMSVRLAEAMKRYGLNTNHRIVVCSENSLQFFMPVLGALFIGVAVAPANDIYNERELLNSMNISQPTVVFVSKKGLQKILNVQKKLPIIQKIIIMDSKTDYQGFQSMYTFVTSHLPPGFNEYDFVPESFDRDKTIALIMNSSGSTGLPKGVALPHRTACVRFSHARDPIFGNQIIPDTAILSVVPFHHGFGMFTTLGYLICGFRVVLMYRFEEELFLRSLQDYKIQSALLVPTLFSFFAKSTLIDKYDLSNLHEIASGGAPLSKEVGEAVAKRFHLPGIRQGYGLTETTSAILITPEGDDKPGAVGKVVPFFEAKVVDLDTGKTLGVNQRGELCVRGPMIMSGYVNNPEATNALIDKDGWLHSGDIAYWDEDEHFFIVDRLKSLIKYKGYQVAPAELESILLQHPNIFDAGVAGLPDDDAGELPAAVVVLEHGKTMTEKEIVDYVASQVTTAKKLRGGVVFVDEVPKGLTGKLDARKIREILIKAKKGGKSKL
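Biochemical qHTS of compounds, final roughly 60 µM downward over six points, against 10 nM purified firefly luciferase using Km concentrations of substrates (10 uM D-luciferin, 10 uM ATP) in Tris acetate pH 7.5 buffer; luminescence output.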
KCNH2 3.1 block: blocks the human KCNH2 3.1 channel isoform; 340,000 tested, 0.95% active; U2OS KCNH2 3.1, thallium flux FluxOr; stronger effect = lower value; activity change, % (tested at about 1.8 µM);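 active = maximum activity change below -70%; inconclusive = maximum activity change from -70% to -50%; inactive = maximum activity change above -50%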;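 note: thallium influx rate constant from kinetic fluorescence after stimulation buffer; % is set by controls: 0 for no effect and ±100 for the full control effect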
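Channel expression came from 3.1 mutant virus (1.77 x 10^8 /mL) applied to suspended U2OS cells for 4 h. Flux was tracked with FluxOr dye plus Red40 quencher, and kinetic rate constants normalized to controls.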
Rab9 promoter act: activators of Rab9 promoter; Huh7 Rab9 promoter-luciferase reporter, luminescence, 24 h; Potency, µM (titrated, usually from 9.22 µM), without a hit: at the top dose activation, negative = inhibition, hits mostly activators; 320,000 tested, 2.8% active; note: potency is the fitted concentration of half-maximal effect; % of control where 0% means no effect; nearly all actives have a fitted effect of over 60% in size
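Huh7 cells stably carrying Rab9 promoter–luciferase reporter, plated 1500 cells/well, compound added after 2 h and incubated 24 h at 37 °C; luciferase luminescence then read after 10 min with detection reagent.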
NPC1 prom act: activators of NPC1 promoter | Huh7 NPC1 promoter luciferase reporter, 24 h | Potency, µM (highest dose often 9.22 µM), for the others: at the highest dose activation, most hits filed as activators | 320,000 tested, 2.4% active | AID 485313;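 note: potency is the fitted concentration of half-maximal effect; % of control where 0% means no effect; nearly all actives have a fitted effect of over 60% in size; reporter is driven by a mutant NPC1 promoter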
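Luciferase expression driven by the NPC1 promoter was measured in stably transfected Huh7 cells after a 24 h compound incubation, using a luciferase reagent and a luminescence read.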
ELG1 repair inh: blocks ELG1-dependent DNA repair in HEK293T cells | HEK293T ELG1-luciferase reporter, luminescence, 16 h; DNA damage induced by 5-fluorouridine | Potency, µM (highest dose often 46.1 µM), for the others: at the top dose activity change, negative = inhibition, usual class: inhibitors | 330,000 tested, 2.3% active | AID 504467; note: potency is the fitted concentration of half-maximal effect; % is set by controls: 0 for no effect and ±100 for the full control effect; nearly all actives have a fitted effect of over 55% in size
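DMSO vehicle served as the neutral condition. Each well held 2,000 cells given 5-fluorouridine plus compound; after 16 hr at 37 °C/5% CO2, ONE-Glo was added and luciferase measured 30 min later.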
PKM2 activator: increases activity of human pyruvate kinase M2; purified PKM2, Kinase-Glo ATP luminescence, activation; response scale: 0% is enzyme alone, no compound; Potency, µM (top dose mostly 57.5 µM), for the others: at the top dose activation, hits mostly activators; 260,000 tested, 0.34% active; AID 1631; note: potency is the fitted concentration of half-maximal effect; % is set by controls: 0 for no effect and ±100 for the full control effect; nearly all actives have a fitted effect of over 55% in size
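Purified hPK-M2 (>95%) run at intermediate activity with 0.1 mM ADP and 0.5 mM PEP in 50 mM imidazole pH 7.2, KCl, MgCl2; 1 h room temperature. ATP formed read by Kinase-Glo luminescence; normalized to uninhibited and no-enzyme controls.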
VP16 counter: inhibits Gal4-VP16 luciferase reporter, ROR gamma counter-screen. Drosophila S2 Gal4-VP16 UAS-luciferase, luminescence, 20 h. Potency, µM (highest dose often 53.6 µM), without a hit: top-dose activity, negative = inhibition, usual class: inhibitors. 310,000 tested, 3.5% active;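 note: Gal4-VP16 expression switched on by copper sulfate through the metallothionein promoter; potency is the fitted concentration of half-maximal effect; % is set by controls: 0 for no effect and ±100 for the full control effect; nearly all actives have a fitted effect of over 50% in size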
An asterisk follows results filed as active; ? = inconclusive; . = no result given; [ ] = another dose, or the depositor's remark. Unless noted, calls come from the whole dose curve; as a rule, active = well fitted curve in the direction sought with a large enough effect; inconclusive = small, poorly fitted or top-dose-only effect, or another doubt; inactive = no such curve, though single readings can be large; an effect the other way counts as inactive or inconclusive.

canonical_smiles	Mito fusion act	PKM2 activator	NPC1 prom act	Menin MLL FP TR	ELG1 repair inh	MBNL1 CUG block	RORg inh	VP16 counter	FLuc counter	KCNH2 3.1 block	Rab9 promoter act
Cc1ccc(Nc2c([N+](=O)[O-])c(=O)oc3ccccc23)cc1	-5%	0%	-2%	-4%	?	-16%	4%	-17%	-2%	-11	-12%
CCN1CCN(c2c(C(=O)c3ccc(OC)cc3)cnc3ccccc23)CC1	2%	3%	-2%	-19%	1%	-9%	?	-18%	-1%	-13	-9%
CC1Cc2cc(/C(O)=C3/C(=O)C(=O)N(Cc4cccnc4)C3c3cccc(O)c3)ccc2O1 (stereo not given)	-9%	.	-1%	.	-2%	?	-26%	1%	4%	-2	1%
O=C(NCCC1=CCCCC1)C(=O)NCC1OCCCN1S(=O)(=O)c1ccccc1 (stereo not given)	2%	3%	-2%	-8%	-3%	.	17%	-17%	3%	-9	-6%
CCOc1cc(C2C3=C(CCCC3=O)N(C)C3=C2C(=O)CCC3)cc(Cl)c1O	0%	13%	-2%	-17%	15%	24%	9%	13%	-1%	33	9%
Cc1c(C(=O)Nc2ccc(-n3cnnn3)cc2)oc2ccccc12	-4%	1%	10%	-3%	-1%	7%	0%	0%	-7%	-11	13%
CS(=O)(=O)Nc1ccccc1Oc1ccccc1	-3%	-2%	-3%	1%	1%	-4%	-2%	2%	2%	-2	-3%
COc1cccc(CNC(=O)Cn2c(=O)c3cccn3c3ccccc32)c1	1%	.	18%	.	2%	5%	1%	-10%	-1%	1	4%
CC(C)NC(=O)c1cc2c(s1)CCCC2	3%	-4%	-2%	-10%	?	-5%	?	-5%	?	-6	-5%
COc1ccc(-c2[nH]nc3oc(=O)c(CCO)c(C)c23)cc1	0%	.	-4%	2%	2%	-9%	19%	2%	-3%	-1	-4%
S=c1[nH]ncn1/N=C/c1cccc(Oc2ccccc2)c1	1%	-8%	0%	9%	?	6%	2.8µM*	7.1µM*	?	-1	4%
COc1ccccc1CN1CC(C(=O)NCCSc2nnnn2C)CCC1=O (stereo not given)	1%	-6%	-4%	.	0%	1%	-3%	5%	4%	.	7%
CC(C)(C)N(NC(=O)c1ccccc1)C(=O)c1ccc(C(=O)N(NC(=O)c2ccccc2)C(C)(C)C)cc1	-2%	-1%	0%	-6%	11%	-13%	-14%	-3%	0%	16	2%
O=S(=O)(Nc1ccc(-c2nc3cccnc3s2)cc1)c1ccccc1F	-1%	-2%	?	.	?	22%	-6%	3%	?	16	?
Cc1ccc(C(=O)N2CCc3ccccc32)o1	-3%	-51%	2.2µM*	-7%	?	-9%	?	-18%	9.5µM*	-4	1.6µM*
CC1CCN(CCCOc2ccc(OCc3ccccc3)cc2)CC1	-3%	1%	18%	-17%	29%	0%	5%	12%	?	-80*	-2%
COc1ccc(-c2cc(C(F)(F)F)nc(-n3cc(Br)cn3)n2)cc1	-5%	4%	-6%	5%	?	21%	1%	13%	1%	-7	-4%
CCCCC1=CC2=C(c3ccco3)C(=O)C(C)(OC(=O)c3ccc(OC)cc3)C(=O)C2=CN1CCOC (stereo not given)	17%	15%[11.5 µM]	-2%	-2%[11.7 µM]	-12%	14%	37%	-2%	0%	-17	-6%
CC(Oc1ccc(F)cc1)C(=O)/C=C\N(C)C (stereo not given)	-4%	-3%	2%	6%	-1%	-3%	?	-11%	0%	5	-2%
O=C(COC(=O)c1cccc(N2C(=O)C3CC=CCC3C2=O)c1)c1ccccc1 (stereo not given)	0%	-3%	19%	11%	-3%	-7%	43%	3%	2.4µM*	-3	2%

Grouped by structure: the compounds so far with fluorine
canonical_smiles	Mito fusion act	PKM2 activator	NPC1 prom act	Menin MLL FP TR	ELG1 repair inh	MBNL1 CUG block	RORg inh	VP16 counter	FLuc counter	KCNH2 3.1 block	Rab9 promoter act
O=S(=O)(Nc1ccc(-c2nc3cccnc3s2)cc1)c1ccccc1F	-1%	-2%	?	.	?	22%	-6%	3%	?	16	?
COc1ccc(-c2cc(C(F)(F)F)nc(-n3cc(Br)cn3)n2)cc1	-5%	4%	-6%	5%	?	21%	1%	13%	1%	-7	-4%
CC(Oc1ccc(F)cc1)C(=O)/C=C\N(C)C (stereo not given)	-4%	-3%	2%	6%	-1%	-3%	?	-11%	0%	5	-2%

Following part
canonical_smiles	Mito fusion act	PKM2 activator	NPC1 prom act	Menin MLL FP TR	ELG1 repair inh	MBNL1 CUG block	RORg inh	VP16 counter	FLuc counter	KCNH2 3.1 block	Rab9 promoter act
COc1cc(CNC2CCCCCC2)cc(OC)c1	-1%	1%	1%	6%	-2%	3%	-12%	2%	1%	-87*	0%
COc1ccc(CNc2nnnn2C)cc1	5%	4%[11.5 µM]	-2%	-12%	-4%	-3%	-31%	-1%	-8%	1	-2%
COc1ccc(N2CCN(CCNC(=O)Nc3ccc([N+](=O)[O-])cc3OC)CC2)cc1	-8%	.	-4%	43%[activator]	-11%	?	14%	11%	3%	2	-1%
COC(=O)[C@@]12CCCCN1[C@H](c1ccc(-c3ccc(C(C)=O)cc3)cc1)[C@@H]1C(=O)N(C)C(=O)[C@@H]12	20%	.	-2%	.	?	.	.	.	8%	-4	-4%
Cc1cccc(NC(=O)c2cccc(OC(=S)N3CCOCC3)c2)c1C	0%	-7%	1%	.	?	-3%	-15%	3%	2%	-17	?
Cc1c(C#N)c(N)nc2c3c(sc12)NC(=O)CC3c1ccc(Cl)cc1 (stereo not given)	-5%	0%	0%	-4%	?	208%[activator]	?	?	0%	15	11%
COc1ccc2cc3c(N)nn(C(=O)C4CCC(C(C)(C)C)CC4)c3nc2c1 (stereo not given)	-13%	-2%	11%	0%	1.8µM*	4%	?	?	6%	9	-2%
CC(C)=CC(=O)NCc1c(Cl)cccc1-n1cccc1	1%	-7%	-1%	-23%	-9%	2%	-3%	2%	0%	-11	-5%
CCOC(=O)c1cnc2ccc(C(=O)OC)cc2c1Nc1ccc2c(c1)OCCO2	1%	1%	8%	-7%	?	-5%	-25%	3%	-4%	5	2%
O=C(NCC1CCCO1)NC1CCCCC1 (stereo not given)	-1%	-4%	1%	14%	?	-13%	?	-11%	8%	7	-5%
Cc1ccnc(NS(=O)(=O)c2ccc(NC(=O)c3ccc(S(=O)(=O)N4CCCC4)cc3)cc2)n1	-4%	-4%	-2%	10%	0%	-5%	18%	0%	-4%	-2	2%
CC(C)n1nnnc1SCC(=O)NNC(=O)C1CCCCC1	1%	-4%	2%	-21%	10%	8%	-24%	-8%	4%	0	1%
Cc1ccc(C(=O)NC(=S)Nc2ccc(-c3cc4ccccc4oc3=O)cc2)c(C)c1	-2%	3%	-9%	4%	11%	11%	1%	-8%	4%	-12	-5%
COc1ccc(CCn2nnnc2C(c2ccc(C)cc2)N2CCN(C)CC2)cc1OC (stereo not given)	-1%	-2%	5%	-4%	9%	-10%	5%	4%	1%	-7	3%
CCCCNC(=O)C1CC(=O)N(CCc2ccc(C)cc2)C1 (stereo not given)	10%	.	-3%	-19%	-7%	-1%	7%	-6%	0%	8	-7%
CCCCCCNC(=O)c1cccc(-c2ccc(C)c3ccccc23)n1	0%	6%	-5%	-8%	0%	-2%	?	?	-1%	-30	-1%
COc1ccc(-n2c(Cn3c(=O)sc4ccccc43)nnc2SCC(N)=O)cc1	1%	6%	1%	0%	1%	-10%	-5%	-15%	1%	-1	2%
O=C(CCc1ccccc1)NN1C(=O)C2C3C=CC(O3)C2C1=O (stereo not given)	-1%	?	-3%	-27%	-6%	-9%	22%	1%	4%	-38	-7%
O=C(CSc1nc(C2CCCCC2)n(-c2ccccc2)n1)NCCN1C(=O)CSC1=O	-1%	1%	0%	-9%	-2%	-7%	-13%	6%	3%	1	-2%

This is a subset. The share of hits here may be higher or lower than overall.
